High-throughput results (PubChem)
MIN6 prolif – inducers of MIN6 beta-cell proliferation, primary screen, ATP luminescence, uHTS. proliferation, % at 10 µM. MIN6 cells proliferation, ATPlite luminescence, 48 h; cells starved in 0.2% serum; 100% = growth in 10% serum. AID 2380, 2010. hit rate 0.29% among 330,000;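 active = compounds whose signal lies at least 3.5 SD above the mean of all wells on their plate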;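 note: 0% = DMSO-treated cells in low-serum medium and 100% = 10% serum control; some compounds called inactive have numbers as strong as hits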
mIAP act – activators of mouse IAP, primary screen, biochemical, luminescence, uHTS | intestinal alkaline phosphatase [Mus musculus] | muIAP, CDP-Star luminescence, 30 min; hits give high values; 1 = vehicle-only enzyme signal, 0 = enzyme-free wells | activation factor at 10 µM | hit rate 0.24% among 330,000;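 active = activation factor of at least 2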; note: the source names both 10 and 20 µM as test concentration; values of inactives mirror those of a sister screen read the other way
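also added = chemiluminescent substrate CDP-Star | test system = mouse IAP enzyme | signal = chemiluminescence readout | compound = DMSO-dissolved test compounds | incubation = 30 min at room temperature | benchmarks = DMSO wells, no-enzyme wells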
hIAP act – human IAP activators, primary screen, biochemical, luminescence, uHTS. AID 2524, 2010. Intestinal-type alkaline phosphatase (Homo sapiens), P09923. hit rate 0.16% among 330,000. activation factor at 10 µM. purified human IAP, CDP-Star luminescence, 30 min; hits give high values; 1 = vehicle-only enzyme, 0 = enzyme-free background;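 active = activation factor of the enzyme at least 2-fold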; note: the source names both 10 and 20 µM as test concentration; values of inactives mirror those of a sister screen read the other way
Target sequence (P09923 whole entry, looked up): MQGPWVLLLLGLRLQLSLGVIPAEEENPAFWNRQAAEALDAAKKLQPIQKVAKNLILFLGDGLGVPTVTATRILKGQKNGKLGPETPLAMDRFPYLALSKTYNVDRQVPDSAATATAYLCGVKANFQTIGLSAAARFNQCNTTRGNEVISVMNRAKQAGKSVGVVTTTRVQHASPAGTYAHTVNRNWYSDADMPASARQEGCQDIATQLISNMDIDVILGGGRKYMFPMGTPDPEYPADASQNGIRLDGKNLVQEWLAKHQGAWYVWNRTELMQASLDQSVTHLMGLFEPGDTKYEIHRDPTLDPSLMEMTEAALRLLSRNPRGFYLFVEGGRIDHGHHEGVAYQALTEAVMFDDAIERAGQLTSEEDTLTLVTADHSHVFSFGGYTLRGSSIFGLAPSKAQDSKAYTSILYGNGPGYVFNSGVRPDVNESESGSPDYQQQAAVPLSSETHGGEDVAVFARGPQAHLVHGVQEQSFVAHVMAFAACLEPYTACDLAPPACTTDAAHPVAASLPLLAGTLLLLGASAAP
A3G deaminase – APOBEC3G DNA deaminase inhibitors, primary screen, biochemical, fluorescence, single-stranded DNA substrate, uHTS. recombinant A3G, ssDNA deamination FAM/TAMRA fluorescence. inhibition, % at 20 µM. hit rate 0.28% among 330,000. AID 493012, 2011;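 active = inhibition of at least 40% at 20 µM, with no more than 30% in the related APOBEC3A deaminase screen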;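 note: plate controls were DMSO wells with A3G for no effect and wells lacking A3G enzyme for full effect; some compounds called inactive have numbers as strong as hits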
hIAP inh – human IAP inhibitors, primary screen, biochemical, luminescence, uHTS | hit rate 0.12% among 330,000 | Intestinal-type alkaline phosphatase (Homo sapiens), P09923 | purified IAP, CDP-Star luminescence, 30 min | inhibition, % at 10 µM | AID 2544, 2010;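 active = inhibition reaching a set limit with compound at 10 µM in the primary screen, cut at about 35% in these data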;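 note: plate controls were DMSO wells with enzyme for no effect and no-enzyme buffer wells for full effect; values of inactives mirror those of a sister screen read the other way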
APOBEC3A inh – APOBEC3A ssDNA deaminase inhibitors, primary screen, selectivity assay for APOBEC3G inhibitor project, biochemical, FAM/TAMRA oligo cleavage fluorescence. recombinant A3A, FAM/TAMRA ssDNA deamination fluorescence. DNA dC->dU-editing enzyme APOBEC-3A (Homo sapiens), P31941. hit rate 0.41% among 330,000. inhibition, % at 20 µM;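 active = at least 40% inhibition at 20 µM here, with at most 30% in a related deaminase screen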;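 note: plate controls were A3A with DMSO for no effect and wells lacking A3A enzyme for full effect; some results filed as inactive read as strong as hits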
Target sequence (P31941 whole entry, looked up): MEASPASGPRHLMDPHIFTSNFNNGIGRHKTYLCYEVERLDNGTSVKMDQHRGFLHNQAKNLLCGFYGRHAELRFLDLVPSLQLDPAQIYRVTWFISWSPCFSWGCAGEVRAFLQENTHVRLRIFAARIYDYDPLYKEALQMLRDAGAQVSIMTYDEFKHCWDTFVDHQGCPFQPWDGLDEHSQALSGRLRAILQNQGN
mIAP block – inhibitors of mouse IAP, primary screen, biochemical, luminescence, uHTS; intestinal alkaline phosphatase [Mus musculus]; purified mouse IAP, CDP-Star luminescence, 30 min; inhibition, % at 10 µM; hit rate 0.2% among 330,000; AID 2806, 2010;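 active = inhibition of at least 40% at 10 µM in the primary screen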;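 note: plate controls were DMSO with enzyme for no effect and no enzyme wells for full effect; values of inactives mirror those of a sister screen read the other way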
MPTP block – mitochondrial permeability transition pore inhibitors, primary screen, biochemical, isolated mouse mitochondria, absorbance; Ca2+ swelling absorbance, 30 min; inhibition, % at 10 µM; hit rate 1.4% among 360,000; AID 602449, 2012;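 active = inhibition of 50% or more, scaled per plate between neutral and stimulator controls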;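 note: 0% = DMSO wells given calcium and 100% = 1 mM EGTA wells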
GRIN3A LBD mod – binders of NR3A ligand-binding domain, primary screen, biophysical, differential scanning fluorimetry, uHTS; Glutamate receptor ionotropic, NMDA 3A (GRIN3A) ligand-binding domain; NR3A LBD differential scanning fluorimetry, Tm shift; 0% = protein alone, 100% = glycine-bound protein; Tm shift relative to glycine control, % at 25 µM; hit rate 2.5% among 340,000;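 active = melting temperature shift of at least 10% of the positive control shift, at one fixed dose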
Numbers without * were called inactive.

SMILES	MIN6 prolif	mIAP act	hIAP act	A3G deaminase	hIAP inh	APOBEC3A inh	mIAP block	MPTP block	GRIN3A LBD mod
CNC(=O)CN1C(=O)c2ccccc2S1(=O)=O	1	0.98	0.72	-5	28	-4	2	-1.0	-2
Cc1noc(C)c1CCC(=O)N1CCCC(CCC(=O)NCc2ccc(F)c(F)c2)C1 (centres undefined)	-2	1	1.2	-11	-18	0	-2	2.1	0
Cc1n[nH]c(C)c1CCNCc1ccc(OCC(O)CN2CCCCC2)cc1 (centres undefined)	-1	1	0.95	-11	5	-4	-4	1.3	0
CCOC(=O)c1ccc(COc2ccc(C(C)C)cc2)o1	-3	0.98	1	-1	-4	0	2	1.2	2
O=C(COc1ncnc2ccccc12)Nc1cccc(S(=O)(=O)N2CCOCC2)c1	-2	1	0.83	-2	16	2	0	-0.4	2
COc1ccc(C(C)NC(=O)c2ccc([N+](=O)[O-])cc2)cc1OC (centres undefined)	-1	1.1	0.91	-2	9	2	-6	-1.9	-2
COc1ccc(NC(=O)CN(C)C(=O)COc2ccccc2Cc2ccccc2)cc1	-5	1.1	1.2	5	-17	1	-8	-0.9	-4
Cc1cccc(NC(=O)C(c2cccc([N+](=O)[O-])c2)N2CCCCC2)c1 (centres undefined)	-3	1	0.93	-8	7	-6	-1	2.1	-7
O=C1CCN1C1(C(=O)NC2CCCCC2)CCCC1	0	0.95	0.72	-4	28	0	5	0.0	0
O=C(O)c1ccccc1-c1ccccc1C(=O)Nc1cccc(Br)c1	-2	0.97	1	-6	0	8	3	2.3	-2
COc1cccc(NC(=S)/C(=C(\[O-])c2ccc(C)c([N+](=O)[O-])c2)[n+]2ccccc2)c1	-5	0.98	1	-4	0	-2	2	0.5	-5
CCOC(=O)c1ccc(CNC(=O)C2CCCCC2C(=O)OCC(F)(F)F)o1 (centres undefined)	0	1	1	0	0	1	-1	-2.8	0
NNC(=O)Cn1nc(-c2ccccc2)c2ccccc2c1=O	-6	0.92	1.3	-8	-27	-6	8	1.2	0
NC(=NCCc1c[nH]c2ccccc12)NS(=O)(=O)c1ccc(F)cc1	0	1.1	1	-5	-1	-2	-8	4.3	-2
Cc1occc1C(=O)Nc1c(F)cc(F)cc1Br	2	1	0.88	-8	12	-8	-3	3.0	3
O=C(C[n+]1cccc(CO)c1)Nc1nc2ccccc2s1	-2	1	1.1	-8	-11	-2	-3	0.2	-1
CCn1c(=O)c([N+](=O)[O-])c(N2CCOCC2)c2ccccc21	0	0.95	1.2	-8	-22	3	5	0.6	0
CCCCN(CC)C(=O)c1cc2c(=O)[nH]c3ccc(C)cc3c2s1	-4	0.84	0.96	-11	4	-3	16	0.6	-3
COc1ccc(-n2c(CCc3ccccc3)nnc2SCC(=O)c2ccc(Cl)cc2)cc1	-3	0.82	0.97	-6	3	-2	18	-2.7	-1
COc1ccc(CCC(=O)N(C)CC(=O)Nc2ccc(Cl)c(C(F)(F)F)c2)cc1	-6	1.2	1.1	-15	-9	-9	-23	2.0	3
CC(C)(C)NS(=O)(=O)c1ccc(OCC(=O)NCc2ccco2)cc1	-2	0.99	1	-4	-2	1	1	-0.2	-1
Cc1c(OC(C)C(=O)NCCCN2CCCC2=O)ccc2c3c(c(=O)oc12)CCCC3 (centres undefined)	-1	1.1	0.93	9	7	0	-11	0.7	-1
COc1ccc([N+](=O)[O-])cc1NCC(=O)Nc1cccc(S(=O)(=O)N2CCCC2)c1	-3	0.89	1	-1	-2	0	11	-0.6	-1
O=C(NNC(=O)c1cc(-c2ccncc2)nc2ccccc12)c1cccc(Cl)c1	1	1	1.5	-3	-47	-1	0	-1.5	-4
O=C1N[C@@H](Cc2ccccc2)C(=O)N2CCC[C@@H]12	-2	0.95	0.78	-10	22	-9	5	-1.1	-2
O=C(Cc1cccc(F)c1)N1CCCC(CO)(Cc2ccc(F)cc2F)C1 (centres undefined)	4	0.97	1.1	-5	-13	0	3	1.6	-3
Cc1ccc(SCC(=O)n2nc(C)cc2C)cc1	2	1	1	-2	-3	1	-4	-1.4	-3
COc1cc2c(cc1OC)C(c1ccccc1)=NCC2	0	1	1	2	-2	1	-1	-1.6	2
O=C(COc1ccccc1C(=O)Nc1ccccc1)c1ccc(F)cc1	1	0.82	1	-15	-4	2	18	3.8	3
C=CCOc1ccc(C2=NOC(C(=O)Nc3ccc4c(c3)OCCO4)C2)cc1OC (centres undefined)	-4	1	1	-3	-2	4	0	-0.6	0
O=C(NCCc1csc(-c2cccnc2)n1)c1cccc2ccccc12	-1	1	1.1	8	-6	8	-1	-0.5	-2
O=C(CSc1oc(-c2ccc(F)cc2)nc1S(=O)(=O)c1ccccc1)NCC1CCCO1 (centres undefined)	1	0.97	0.91	-3	9	-3	2	2.2	-2
COc1ccc(NC(=O)COc2ccc(N(C)S(=O)(=O)c3ccc(Cl)cc3)cc2)cc1OC	-7	1.3	1.1	0	-14	2	-26	76*	-6
O=C1[C@@H]2CSCN2C(=O)CN1Cc1cccc(C(F)(F)F)c1	-1	0.9	1	-8	0	-3	10	0.6	2
COC(=O)c1sc(NC(=O)c2ccco2)nc1C	-1	0.96	1.1	-10	-14	-4	4	-2.9	1
O=c1c2ccccc2n2cnnc2n1-c1ccccc1	-1	0.99	0.98	-6	2	-1	1	-0.7	0
CCNc1nc(C#N)nc2c1ncn2-c1cc(F)cc(F)c1	2	0.97	0.73	2	27	1	3	0.8	0
CCCCN1C(=O)c2ccc(C(=O)Nc3ccccc3N3CCOCC3)cc2C1=O	0	0.99	1	-8	0	0	1	-0.8	0
COC(=O)CCCC1=CC2=CC(=O)C(C)(OC(=O)c3cccs3)C(=O)C2=CN1Cc1ccccc1 (centres undefined)	0	0.91	0.97	-3	2	0	10	-1.1	2
c1ccc(C2CC(c3cccs3)=NN2c2ccccc2)cc1 (centres undefined)	-5	2	1.1	-3	-14	3	-98	2.0	2
COc1cc(S(=O)(=O)Nc2ccc(Br)cc2)ccc1N	-1	0.95	0.93	-5	7	3	5	3.5	0
COC(=O)c1sc(NC(=O)Cc2cccs2)nc1C	-3	0.93	1.2	-6	-23	-7	7	-0.6	0
CC(C)(C)N(Cc1ccccc1)C(=O)CSc1nnc(CNc2ccc(F)cc2)o1	-2	0.88	0.97	2	3	2	12	-1.3	-5
C=CCNc1nc(Cl)ncc1F	-2	1.1	1.1	-9	-9	-3	-10	1.0	0
COc1ccc(C2=NN(C(=O)CN3CCCCC3)C(c3ccc(C)cc3)C2)cc1 (centres undefined)	-5	1	1.1	-6	-12	-4	-1	10	-2
CCOC(=O)N1CCC2(CC1)C(C#N)=C(N)OC1=C2C(=O)CC(C)C1 (centres undefined)	-4	0.93	0.91	-5	9	-2	7	-0.4	-2
COC(=O)c1sccc1NC(=O)CSc1ccccc1N	0	1	0.9	-9	10	-1	-1	-1.8	1
Cc1ccc(-n2c(Cc3cccs3)nnc2SCC(=O)OC(C)C)cc1	1	0.92	1	-3	-3	-1	8	2.7	-2
CCOP(=O)(OCC)C(NC(=O)Nc1ccccc1)C(N)=O (centres undefined)	-2	0.85	1.1	-1	-7	6	15	-1.2	-1
COc1ccc(CCNC(=O)c2c(C)nc3ccccn23)cc1OC	1	1.1	1.1	-4	-5	-1	-9	-0.3	0
CCOc1ccc(C(=O)NCC(=O)OCc2c(C)noc2C)cc1OCC	-2	0.8	0.95	-2	4	3	20	7.0	0
CC1CN(Cc2c(O)ccc3c2oc(=O)c2ccccc23)CC(C)O1 (centres undefined)	-2	1.1	0.91	-1	9	6	-6	1.1	0
CCNC(=O)N1CCCC(C(=O)c2ccc(OC)c(OC)c2)C1 (centres undefined)	0	1.1	1.1	-4	-8	-3	-8	-0.5	-2
Cc1cc(C)c(NC(=S)N(Cc2cccnc2)Cc2ccco2)c(C)c1	-2	1.2	1.1	-4	-6	-6	-17	15	-2
O=C(CSc1nnc(-c2ccccc2Br)o1)Nc1nncs1	-1	1	0.97	-14	3	1	0	0.3	-1
Nc1ccc(C2(c3ccc(N)cc3)C(=O)Nc3ccccc32)cc1	-1	1	0.89	-1	11	-5	-2	-1.2	-1
C=C(C)C(=O)Nc1cccc(C2=NOC3(C2)C[C@@H](C(N)=O)N(C(=O)[C@H]2CCC(=O)N2)C3)c1 (some centres undefined)	-5	1	0.99	43*	1	4	-4	-0.4	-1
O=S(=O)(Nc1cccnc1)c1ccc(C2CCCCC2)cc1	-7	1	1	-2	-2	-1	-2	104*	0
O=c1c2c([nH]c3ccccc13)CCCCC2	-2	0.96	0.97	3	3	6	4	-1.3	-1
COc1ccc(-c2csc(NC(=O)CSc3n[nH]c(N)n3)n2)cc1	3	0.96	1.6	13	-60	1	4	-2.2	-1

Reprinted at random: 2 compounds from above, in no set order.
SMILES	MIN6 prolif	mIAP act	hIAP act	A3G deaminase	hIAP inh	APOBEC3A inh	mIAP block	MPTP block	GRIN3A LBD mod
Nc1ccc(C2(c3ccc(N)cc3)C(=O)Nc3ccccc32)cc1	-1	1	0.89	-1	11	-5	-2	-1.2	-1
COc1ccc(CCNC(=O)c2c(C)nc3ccccn23)cc1OC	1	1.1	1.1	-4	-5	-1	-9	-0.3	0

An excerpt from above in order of the hIAP act value, largest number first.
canonical_smiles	hIAP act
COc1ccc(-c2csc(NC(=O)CSc3n[nH]c(N)n3)n2)cc1	1.6
CCOP(=O)(OCC)C(NC(=O)Nc1ccccc1)C(N)=O (centres undefined)	1.1
Cc1ccc(-n2c(Cc3cccs3)nnc2SCC(=O)OC(C)C)cc1	1

One compound at a time, as listed above. Order of screens: MIN6 prolif | mIAP act | hIAP act | A3G deaminase | hIAP inh | APOBEC3A inh | mIAP block | MPTP block | GRIN3A LBD mod
`Cc1n[nH]c(C)c1CCNCc1ccc(OCC(O)CN2CCCCC2)cc1` (centres undefined) as listed: -1 | 1 | 0.95 | -11 | 5 | -4 | -4 | 1.3 | 0
`COc1ccc(-c2csc(NC(=O)CSc3n[nH]c(N)n3)n2)cc1` as listed: 3 | 0.96 | 1.6 | 13 | -60 | 1 | 4 | -2.2 | -1
`COc1ccc(NC(=O)COc2ccc(N(C)S(=O)(=O)c3ccc(Cl)cc3)cc2)cc1OC` as listed: -7 | 1.3 | 1.1 | 0 | -14 | 2 | -26 | 76* | -6
`CCn1c(=O)c([N+](=O)[O-])c(N2CCOCC2)c2ccccc21` as listed: 0 | 0.95 | 1.2 | -8 | -22 | 3 | 5 | 0.6 | 0
`O=C(C[n+]1cccc(CO)c1)Nc1nc2ccccc2s1` as listed: -2 | 1 | 1.1 | -8 | -11 | -2 | -3 | 0.2 | -1
